Source: PubChem BioAssay (several laboratories)
NSD2 HMT inh: NSD2 (human) methyltransferase inhibition. O96028. NSD2 peptide methylation, AlphaScreen, 120 min. inhibition, % at 12.5 µM. 0.54% of 310,000 active; in the data active means inhibition above about 50%
dFosB act: mouse delta FosB homodimer activation. activation, % at 25 µM. 0.99% of 340,000 active. AID 493131. purified delta FosB, TAMRA-CDK5 oligo fluorescence polarization; percent of positive-control signal above neutral wells. P13346;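 active means mean activation above about 17%, with every replicate also reaching it, limit read from the data, passing the limit was not always enough; inconclusive means only one of the two conditions met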;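 further: fluorescence polarization rise as delta FosB binds a TAMRA Cdk5 AP-1 oligo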
Target sequence (P13346 whole entry, looked up): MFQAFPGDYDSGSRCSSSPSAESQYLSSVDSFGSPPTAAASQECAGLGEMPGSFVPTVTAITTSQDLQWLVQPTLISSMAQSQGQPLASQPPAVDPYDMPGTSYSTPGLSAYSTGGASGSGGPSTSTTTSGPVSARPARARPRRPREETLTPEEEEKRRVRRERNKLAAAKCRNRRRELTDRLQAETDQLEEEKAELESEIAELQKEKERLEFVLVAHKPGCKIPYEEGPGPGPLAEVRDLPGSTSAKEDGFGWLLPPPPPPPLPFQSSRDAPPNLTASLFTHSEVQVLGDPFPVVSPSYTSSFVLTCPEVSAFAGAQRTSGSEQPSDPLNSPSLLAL
CDK5 p35 inh: inhibitors of human CDK5/p35 kinase. Q00535+Q15078. Recombinant CDK5/p35, ADP-Glo luminescence, 60 min. inhibition, % at 10 µM. 0.01% of 330,000 active. AID 488839;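 active means highest replicate inhibition of at least 50% and at least 75% of replicates reaching 50%; inconclusive means only one of the two criteria met; inactive means both criteria failed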;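 further: plate controls were DMSO neutral control for no effect and GW8510 at 10 µM for full effect; many of its hits are not listed in these tables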
C-LANA FP: blocks KSHV LANA C-terminal domain binding to DNA | inhibition, % at 9 µM | 0.078% of 340,000 active | MBP-C-LANA/FAM-LBS DNA binding, fluorescence polarization | AID 504423;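 active means highest replicate inhibition at or above 60% at 9 µM, even if other replicates fall short; inactive means all replicates below 60% inhibition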;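 further: 0% = neutral control wells and 100% = 4 µM acridine orange control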
Rtt109 HAT inh: blocks Candida albicans Rtt109/Vps75 acetyltransferase activity. Q5AAJ8. purified Rtt109/Vps75, ThioGlo CoA-SH fluorescence, 4 h. inhibition, % at 34.9 µM. 0.16% of 330,000 active;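 active means inhibition of at least 50% in every replicate; inconclusive means best replicate reaches 50% inhibition but some replicates fall short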
Keap1-Nrf2 PPI: disrupts human Keap1 binding to Nrf2 peptide. Q14145. Keap1 Kelch-Nrf2 peptide fluorescence polarization, 1536-well. inhibition, % at 9.4 µM. 0.15% of 340,000 active. AID 504523; in the data active means inhibition above about 12%; inconclusive means no clear call, values can overlap the other calls; inactive means below about 7.3%;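 further: human Keap1 Kelch domain with fluorescein labeled Nrf2 9mer peptide probe; 0% = neutral control wells and 100% = peptide positive control; higher means more block of Keap1 binding to Nrf2 peptide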
Target sequence (Q14145 whole entry, looked up, the tested form may be a part): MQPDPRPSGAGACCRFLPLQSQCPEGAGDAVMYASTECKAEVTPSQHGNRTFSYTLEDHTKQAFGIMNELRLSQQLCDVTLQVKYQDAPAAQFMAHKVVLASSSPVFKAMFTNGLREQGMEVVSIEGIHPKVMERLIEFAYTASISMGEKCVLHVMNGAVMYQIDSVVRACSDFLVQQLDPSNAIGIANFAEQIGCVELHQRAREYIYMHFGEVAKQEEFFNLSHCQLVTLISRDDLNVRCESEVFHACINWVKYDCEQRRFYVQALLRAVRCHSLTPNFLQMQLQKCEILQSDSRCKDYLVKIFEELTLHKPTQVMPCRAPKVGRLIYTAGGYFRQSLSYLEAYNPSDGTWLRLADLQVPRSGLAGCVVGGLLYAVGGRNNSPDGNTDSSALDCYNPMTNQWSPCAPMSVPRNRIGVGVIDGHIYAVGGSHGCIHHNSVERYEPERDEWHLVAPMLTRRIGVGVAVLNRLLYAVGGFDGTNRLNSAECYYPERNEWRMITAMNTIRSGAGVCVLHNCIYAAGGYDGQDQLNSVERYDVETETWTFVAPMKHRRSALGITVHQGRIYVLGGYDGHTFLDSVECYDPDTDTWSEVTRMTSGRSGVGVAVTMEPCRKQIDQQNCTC
Mot1-301 SUMO: SUMOylation pathway inhibition by Mot1-301 growth rescue; S. cerevisiae Mot1-301 growth rescue, ATP luminescence, 38.5C; percent above DMSO median, 100 means doubled; growth rescue, % at 18.8 µM; 1% of 320,000 active; AID 2716;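 active means every valid replicate shows activation above 250% relative to neutral control wells; inactive means the rest, any valid replicate at or below 250%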;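 further: OY570 slx delta 5 strain wells were the positive control but not used for scaling; some compounds called inactive have numbers as strong as hits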
cardiac RTF act: cardiac RTF calcium sensitization; IANBD-labeled TnC RTF fluorescence at EC20 calcium; 0% EC20 calcium, 100% full calcium; AID 493008; activation, % at 7.2 µM; P19429+P45379; 0.24% of 340,000 active;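 active means activation above the mean over all tested compounds plus 3 SD, cut at about 30% in these data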;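 further: rise in fluorescence read as greater calcium sensitivity of cardiac thin filaments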
PfHsp90 yeast 2: reduces growth (ATP signal) of yeast expressing P. falciparum Hsp90 | S. cerevisiae expressing PfHsp90, BacTiter-Glo ATP, 48 h; yeast lacking PDR1 and PDR3 efflux regulators | 0.32% of 310,000 active | inhibition, % at 9.4 µM | AID 504621;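 active means every replicate shows inhibition above about 80%, whatever the replicate mean, limit read from the data; inconclusive means mean inhibition reaches the set limit but some replicate falls short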;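 further: 0% = DMSO neutral controls and 100% = 20 µM radicicol positive controls; yeast relying on Plasmodium falciparum Hsp90 in place of its own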
PvdQ acylase: blocks Pseudomonas aeruginosa PvdQ acylase activity | purified PvdQ acylase, fluorescence plate reader | inhibition, % at 10 µM | 0.063% of 340,000 active; in the data active means inhibition above about 30%, passing the limit was not always enough; inconclusive means no clear call, values can overlap the other calls;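 further: 0% = vehicle neutral wells and 100% = reference inhibitor wells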
Cardiac RTF inh: cardiac RTF calcium desensitization; 0.12% of 340,000 active; inhibition, % at 7.15 µM; IANBD-labeled cardiac RTF, Ca2+ fluorescence; P19429+P45379;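 active means inhibition above the mean inhibition of all tested compounds plus 3 SD, cut at about 17% in these data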;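 further: assay run at fixed EC70 calcium of 1.6 mM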
* marks the source's active call; other numbers are inactive results; ? = inconclusive; . = not tested or not shown.

SMILES	NSD2 HMT inh	dFosB act	CDK5 p35 inh	C-LANA FP	Rtt109 HAT inh	Keap1-Nrf2 PPI	Mot1-301 SUMO	cardiac RTF act	PfHsp90 yeast 2	PvdQ acylase	Cardiac RTF inh
Cc1ccc(NN=C2C(=O)OC(C)(C)OC2=O)c(C)c1	6.7	-8.5	0.2	-0.5	5.3	4.1	-3.7	0.8	30.9	-4.5	-6.4
Cc1nn(Cc2ccccc2)c(Cl)c1C(=O)OCc1nnc(-c2ccccc2)o1	-0.5	-1.6	0.2	-2.6	4.7	-5.0	15.3	-3.4	23.0	-15.8	-2.2
OC(COCc1ccc2c(c1)OCO2)CN1CCC(Cc2ccccc2)CC1 (centres undefined)	4.4	-11.4	0.6	-0.5	9.9	-0.9	66.0	3.4	13.3	-2.3	-3.0
Cc1ccc(C)c(N2CCN(C(=O)c3cc4c(C)nc5ccccc5c4o3)CC2)c1	1.5	3.0	-1.4	-0.5	-0.2	-0.2	-4.0	0.4	-1.6	-9.0	-0.6
Cc1ccc(C2C3=C(CC(C)(C)CC3=O)NC3=C2C(=O)CC(C)(C)C3)o1	2.4	-12.7	2.0	1.7	-0.9	3.2	-12.4	4.6	-17.3	-13.5	-3.6
O=C1OCC(O)=C1Cc1ccccc1	-0.8	3.2	-1.1	0.6	0.1	-2.1	.	-4.6	-7.6	-9.0	1.3
COc1cc(C(=O)N2CCN(c3cccc(C)c3C)CC2)ccc1OCC(=O)N1CCOCC1	2.7	-7.2	-2.3	-2.5	-2.7	-3.8	7.2	1.3	-6.4	-12.0	-10.1
O=c1[nH]n(-c2ncnc3c2cnn3-c2ccccc2)c(=O)c2ccccc12	.	-0.4	2.6	0.5	0.1	-2.5	-22.6	3.9	-4.7	-3.5	-26.4
O=S(=O)(c1ccc(Br)c2nsnc12)N1CCOCC1	0.8	-0.5	0.1	0.5	5.0	-3.6	-7.3	-10.2	-3.3	-7.2	-16.2
Cc1ccc(S(=O)(=O)N2CCN(C(=O)COC(=O)/C=C/c3ccc(C(F)(F)F)cc3)CC2)c(C)c1	3.3	2.5	1.5	0.9	-0.3	-0.2	.	2.5	-4.1	-14.2	-6.7
COC(=O)C1=Cc2cc(OC)cc([N+](=O)[O-])c2OC1N1CCOCC1 (centres undefined)	-2.9	7.1	-0.8	1.6	0.5	0.3	23.5	-6.0	10.7	-14.5	-8.8
COc1ccc(CC(=O)OCC(=O)NCc2ccco2)cc1OC	-0.9	-0.2	-2.0	1.2	-1.5	0.8	1.1	0.7	4.1	-17.9	-9.7
Cc1ccc(-c2nc(N)sc2-c2ccccc2)cc1C	0.6	2.0	0.0	-3.0	16.0	-1.2	39.0	-6.7	-6.7	-19.4	3.4
CC(C)(C)OC(=O)N1CCC[C@H]1c1nnc(SCc2ccccc2Cl)o1	-0.3	-8.0	0.4	0.2	1.4	1.7	76.6	-3.0	-7.7	-11.5	-3.8
Cc1ccccc1C(=O)NC(CC(C)C)C(=O)Nc1cccc(S(=O)(=O)N(C)C)c1 (centres undefined)	-1.8	-4.0	-0.4	-0.2	0.5	-0.8	-1.1	-3.9	2.4	5.2	-6.2
O=C1OC(Nc2ncccn2)c2ccccc21 (centres undefined)	-5.9	3.8	-0.5	-0.1	2.8	-1.9	-12.2	-1.6	.	-14.9	0.2
CCCCn1c(N)c(N(CCOC)C(=O)c2oc3ccc(OCC)cc3c2C)c(=O)[nH]c1=O	-3.1	4.2	-1.3	-0.2	0.2	0.3	-21.6	-4.2	-13.1	-4.6	2.9
CCOc1ccccc1NC(=O)Cn1[nH]c(=O)c2ccccc2c1=O	.	-3.3	-1.1	0.1	-3.7	-1.4	-5.6	-7.5	.	-4.6	13.5
CSc1nc(N)nc(SCC(=O)C23CC4CC(CC(C4)C2)C3)c1C#N	1.3	-10.3	1.4	-0.3	-2.3	-5.1	-14.5	0.5	-4.3	-7.8	-6.7
Cc1c(N=Cc2ccc(Cl)o2)c(=O)n(-c2ccccc2)n1C	5.6	-2.1	-0.8	0.3	13.8	-4.5	37.0	2.3	16.0	-8.5	-2.5
CCCc1nc2ccc([N+](=O)[O-])cc2[nH]1	-2.2	8.8	0.5	-2.5	-2.5	0.1	33.4	1.9	0.8	-7.8	-2.2
O=C(Nc1cccc(S(=O)(=O)NC2=NCCC2)c1)C1CC(=O)N(c2ccc3c(c2)OCCO3)C1 (centres undefined)	-0.2	-3.8	0.5	.	11.2	.	-2.3	2.3	.	-0.7	-4.1
CN(C)S(=O)(=O)c1cccc(C(=O)OCC(=O)NCc2ccccc2)c1	0.7	-3.4	-0.4	-2.3	-9.4	-1.4	-19.1	-0.5	6.2	-13.8	-0.9
COc1cccc(NC(=O)c2ccc(-n3cccn3)nc2)c1	-2.0	-1.4	0.2	-1.0	-18.9	0.6	-17.1	1.2	2.6	9.1	-0.7
CCCCn1c(SCc2cccc([N+](=O)[O-])c2)nc2ccsc2c1=O	-0.4	-11.9	-0.7	-0.5	13.3	-7.6	-7.1	-4.5	-14.9	-1.2	-2.9
O=C(CN1C(=O)COc2ccc(S(=O)(=O)N3CCCC3)cc21)NCc1ccccn1	-2.3	0.7	0.9	-0.2	15.6	-0.9	6.0	-2.5	7.0	7.9	-1.4
CC1=C(C(=O)OCc2ccccc2)C(c2ccc([N+](=O)[O-])cc2)NC(=O)N1 (centres undefined)	1.1	-2.5	0.3	0.1	-5.6	-3.1	-8.0	-0.1	-4.3	-16.0	-4.7
CCC(OC(C)=O)c1cc2c(cc1[N+](=O)[O-])OCCO2 (centres undefined)	-0.5	2.9	0.0	-0.6	6.7	1.1	3.3	-0.9	5.3	2.8	-11.4
COc1ccc(NC(=O)C2C3C=CC4(CN(Cc5cccnc5)C(=O)C24)O3)c(OC)c1 (centres undefined)	4.1	2.8	0.3	-0.5	-11.0	-9.4	-5.9	5.8	-1.6	-12.9	-6.2
COC(=O)c1ccc(Cn2cnc3c(N)ncnc32)cc1	2.1	-0.3	0.0	-4.7	-23.8	-1.4	.	-5.8	-6.3	10.4	-6.2
O=C(CN1C(=O)c2cccc3cccc1c23)NCc1ccccn1	-3.0	-2.5	-0.8	-1.2	-11.6	-5.6	-29.0	5.7	3.1	-7.6	-8.3
COc1cc(-c2csc(CCn3nc(C)cc3C)n2)cc(OC)c1OC	-1.3	-3.1	-0.4	0.0	-6.5	-1.7	3.1	-0.2	-10.7	7.3	-2.7
Cc1nc(SCC(=O)NCc2ccco2)c2oc3ccccc3c2n1	-0.4	-1.8	1.5	-0.6	-0.5	1.7	-10.3	-5.3	5.3	0.3	-22.5
COc1ccccc1-n1nnnc1SCC(=O)NCC1(N2CCOCC2)CCCCC1	-0.6	1.5	0.4	-2.1	-1.4	2.2	9.8	14.9	-0.4	-1.3	-1.8
CCOC(=O)c1cnc2c(Cl)cc(Cl)cc2c1NCCOCCO	-0.8	-31.3	2.9	-0.2	-12.3	-2.4	8.7	1.5	15.1	-14.8	-0.5
O=S1(=O)CC(O)C(N(CCO)C(=S)Nc2ccccc2)C1 (centres undefined)	5.6	9.2	-0.2	-0.2	2.8	3.8	-11.6	6.9	24.4	-1.3	-4.5
CCc1cc(SC#N)cc(C)c1NC(=O)CCl	-13.7	-2.2	-0.3	-1.8	1.5	-8.9	69.6	2.3	2.1	7.0	2.0
CCOC(=O)C1=C(C)N(C)C(=S)NC1c1ccc(Cl)cc1Cl (centres undefined)	2.9	-9.4	-1.5	2.1	8.2	-3.6	-6.5	-4.4	0.2	7.4	-15.1
N#CCSc1nnc2c(Cl)cc(Cl)cn12	0.0	3.8	-0.7	0.5	2.1	0.9	1.7	6.2	-19.7	-4.6	-4.2
O=C(COC(=O)c1ccc(OC(F)F)cc1)NCCNC(=O)COC(=O)c1ccc(OC(F)F)cc1	-0.1	10.7	-2.9	-1.0	3.2	-8.2	9.0	-2.0	-46.0	-2.8	-3.5
Fc1ccc(-n2nnnc2-c2ccccc2Cl)cc1	-2.5	-4.6	0.6	-2.0	-6.0	-3.3	-14.9	-0.4	-22.2	-10.8	-1.9
Clc1ccc(-c2noc(CSc3nnc(Cc4cccs4)n3-c3ccccc3)n2)cc1	.	-10.7	0.2	-1.5	?	1.6	-23.3	-0.3	3.1	-10.9	1.0
CC1CCCCC1NC(=O)COc1ccccc1C#N (centres undefined)	-1.1	-3.7	-0.4	0.2	-11.0	-0.5	-0.9	-1.4	14.8	-12.8	-15.5
CCc1cccc(C)c1NC(=O)c1cccnc1	2.0	2.6	2.0	0.3	-7.7	-5.5	-1.0	1.4	-3.8	-13.1	-3.9
COc1ccc(-c2nc(C#N)c(NCCCn3ccnc3)o2)cc1OC	1.1	1.1	-0.1	1.0	-1.8	-2.2	2.9	-2.8	1.2	-10.1	-3.4

Limited to cardiac RTF act, Keap1-Nrf2 PPI and NSD2 HMT inh, for some of the entries so far:
Molecule,cardiac RTF act,Keap1-Nrf2 PPI,NSD2 HMT inh
COc1ccccc1-n1nnnc1SCC(=O)NCC1(N2CCOCC2)CCCCC1,14.9,2.2,-0.6
CCOC(=O)c1cnc2c(Cl)cc(Cl)cc2c1NCCOCCO,1.5,-2.4,-0.8

Other results.
SMILES	NSD2 HMT inh	dFosB act	CDK5 p35 inh	C-LANA FP	Rtt109 HAT inh	Keap1-Nrf2 PPI	Mot1-301 SUMO	cardiac RTF act	PfHsp90 yeast 2	PvdQ acylase	Cardiac RTF inh
CCCCN(CC)CCNC(=O)c1cn(-c2ccc(Cl)cc2)c(=O)c2ccccc12	17.1	-0.1	1.4	-0.7	4.2	-3.3	589.0	-1.7	-0.1	-17.7	3.1
COc1ccc(-c2nc(C#N)c(N3CCC(C)CC3)o2)cc1	-1.0	-1.0	3.2	-4.2	1.8	-0.6	330.3	1.3	-13.7	-14.8	-4.6
COCCNS(=O)(=O)c1cc(C)c(C)cc1C	1.5	-1.5	-1.2	1.6	0.6	-5.2	-10.0	10.1	-7.0	-13.2	2.0
COc1ccc(NC(=O)CCCn2c(=O)oc3ccccc32)cc1Cl	-1.1	-3.2	0.6	-0.8	-1.8	-5.9	17.1	2.3	10.5	-12.2	-3.4
CCCCCCOC(=O)CC1CC(C(C)=O)C1(C)C (centres undefined)	0.4	3.0	0.0	2.1	8.9	-0.3	.	-4.9	1.7	3.0	1.2
S=C1NCN(Cc2cccnc2)CN1Cc1ccccc1	-1.3	-7.1	1.5	-1.1	5.8	-1.9	-10.9	-5.7	-5.7	8.8	-9.5
CC(=O)Nc1ccc(Nc2nc(-c3sc(NC(C)=O)nc3C)cs2)cc1	2.9	-16.2	1.2	0.8	2.9	2.1	4.7	-1.4	-2.2	4.9	-7.7
O=C(NCCCO)c1cc([N+](=O)[O-])cc2c1C=Cc1ccccc1O2	4.9	6.3	0.8	-0.3	.	-4.3	9.1	-4.7	-6.1	4.0	5.1
CCN=C1SC(CC(=O)NC2CCCCC2)C(=O)N1CC (centres undefined)	-3.5	1.5	1.7	0.5	1.8	-4.7	68.2	5.2	.	-11.1	-3.2
